High-throughput results as filed in PubChem BioAssay.
JMJD2A Tudor = qHTS Assay for Inhibitors of JMJD2A-Tudor Domain; Lysine-specific demethylase 4A (Homo sapiens), O75164; AlphaScreen JMJD2A-Tudor / H3K4me3 peptide binding; Potency, µM (titrated, usually from 114 µM), without a hit: at the highest dose activity change, negative = inhibition, most hits filed as inhibitors; 4.4% of 390,000 active; AID 504339, 2011; further: potency means the concentration at half of the fitted maximal effect; on the % scale 0 is the no-effect control and ±100 the full control effect; nearly all actives have a fitted effect of over 50% in size
POLH inh = qHTS for Inhibitors of Polymerase Eta; recombinant Pol eta, fluorescent DNA replication assay; Potency, µM (highest dose often 114 µM), inactives show at the highest dose activity change, negative = inhibition, actives largely listed as inhibitors; 1.2% of 390,000 active; further: potency means the concentration at half of the fitted maximal effect; on the % scale 0 is the no-effect control and ±100 the full control effect
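Fluorescent replication assay: 50 nM final substrate added after a 15 min room-temperature compound preincubation with 10 nM enzyme. Signal taken at 0 min and again at 10 min.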
PGK inhibitor = qHTS Assay to Find Inhibitors of Phosphoglycerate Kinase; Phosphoglycerate kinase, glycosomal (Trypanosoma brucei brucei), P07378; PGK/GAPDH coupled, Kinase-Glo luminescence, 60 min; Potency, µM (highest dose often 57.5 µM), for inactives: at the highest dose activity change, negative = inhibition, hits mostly inhibitors; 0.043% of 380,000 active; AID 602233, 2012; further: potency means the concentration at half of the fitted maximal effect; on the % scale 0 is the no-effect control and ±100 the full control effect; nearly all actives have a fitted effect of over 60% in size
Target sequence (P07378 whole entry, looked up): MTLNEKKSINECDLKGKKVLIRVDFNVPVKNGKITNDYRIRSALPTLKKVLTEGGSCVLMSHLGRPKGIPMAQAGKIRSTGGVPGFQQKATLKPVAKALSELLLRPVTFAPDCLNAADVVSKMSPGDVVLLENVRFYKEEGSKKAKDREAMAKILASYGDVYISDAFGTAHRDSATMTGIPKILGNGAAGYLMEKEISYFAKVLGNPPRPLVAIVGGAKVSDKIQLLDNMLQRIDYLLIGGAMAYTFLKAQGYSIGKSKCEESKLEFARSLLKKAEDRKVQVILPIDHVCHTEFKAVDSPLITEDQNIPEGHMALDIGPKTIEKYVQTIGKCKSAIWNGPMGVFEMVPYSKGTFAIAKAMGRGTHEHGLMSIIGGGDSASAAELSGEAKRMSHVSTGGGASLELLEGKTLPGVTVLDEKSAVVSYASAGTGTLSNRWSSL
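Recombinant glycosomal PGK reaction used 1,3-bisphosphoglycerate generated in-well by GAPDH (100nM final) in 100mM TEA pH 7.6, 5mM MgCl2, 0.01% Tween-20. After 60 minutes at room temperature, ATP was read by Kinase-Glo Plus luminescence end-point.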
BAZ2B block = qHTS Assay for Inhibitors of BAZ2B | Bromodomain adjacent to zinc finger domain protein 2B (Homo sapiens), Q9UIF8 | AlphaScreen BAZ2B-H3K14Ac peptide displacement | Potency, µM (titrated, usually from 114 µM), for the others: at the highest dose activity change, negative = inhibition, most hits filed as inhibitors | 4.4% of 360,000 active; further: potency means the concentration at half of the fitted maximal effect; on the % scale 0 is the no-effect control and ±100 the full control effect; nearly all actives have a fitted effect of over 60% in size
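In this displacement format the biotinylated H3(5-23) peptide acetylated at Lys14 serves as ligand at 50 nM, with BAZ2B at 50 nM in PBS pH 7.4 containing 0.01% Tween-20. Donor and acceptor beads are 10 ug/mL final.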
PI4K2A block = qHTS for small molecular inhibitors of PI4K2A. 0.13% of 420,000 active. AID 1346378, 2018. purified PI4K2A, ADP-Glo luminescence, 1 h; hits give low values. activity change, negative = inhibition, % at 76.9 µM. Phosphatidylinositol 4-kinase type 2-alpha (Homo sapiens), Q9BTU6; in the data active means activity change below about -50%; inconclusive means mostly about -30% to -49%;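 further: -100% = wells without enzyme as full effect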
Target sequence (Q9BTU6 whole entry, looked up): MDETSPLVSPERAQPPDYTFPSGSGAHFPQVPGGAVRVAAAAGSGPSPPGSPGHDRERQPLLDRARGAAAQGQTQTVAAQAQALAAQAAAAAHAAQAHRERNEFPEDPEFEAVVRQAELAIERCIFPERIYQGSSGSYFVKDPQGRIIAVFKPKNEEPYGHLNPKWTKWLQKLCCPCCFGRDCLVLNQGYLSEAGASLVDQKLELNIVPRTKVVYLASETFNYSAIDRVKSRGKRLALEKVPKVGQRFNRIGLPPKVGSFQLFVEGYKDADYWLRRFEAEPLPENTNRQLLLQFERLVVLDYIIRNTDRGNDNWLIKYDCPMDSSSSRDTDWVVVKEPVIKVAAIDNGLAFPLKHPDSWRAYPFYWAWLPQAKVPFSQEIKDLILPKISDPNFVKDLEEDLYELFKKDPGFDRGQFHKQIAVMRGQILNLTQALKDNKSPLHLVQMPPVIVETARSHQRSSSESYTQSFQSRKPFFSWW
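ADP-Glo luminescence measured ADP generated by PI4K2A enzyme (4 ug/mL before mixing) with 1.2 mM PI substrate (pre-mix) and 300 microM ATP (pre-mix). Tris pH7.5 buffer with MgCl2, Triton X-100; 1 h reaction at ambient temperature.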
G9a block = qHTS Assay for Inhibitors of Histone Lysine Methyltransferase G9a; AID 504332, 2011; 8.8% of 350,000 active; Potency, µM (doses to about 102 µM), for inactives: at the highest dose activity, negative = inhibition, most hits filed as inhibitors; G9a H3K9 monomethylation, AlphaScreen, 2 h; further: potency means the concentration at half of the fitted maximal effect; on the % scale 0 is the no-effect control and ±100 the full control effect; nearly all actives have a fitted effect of over 75% in size
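AlphaScreen detection with an anti-monomethyl H3K9 antibody quantified product after a 2 h room-temperature reaction containing 500 nM biotinylated H3K9 peptide, 20 µM SAM and 20 nM enzyme, which had been preincubated 15 min with compound.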
GLS inhibitor = qHTS for Inhibitors of Glutaminase (GLS); Glutaminase kidney isoform, mitochondrial (Homo sapiens), O94925; GLS enzymatic activity, qHTS titration; Potency, µM (doses to about 45.5 µM), for the others: at the highest dose activity change, negative = inhibition, hits mostly inhibitors; 0.21% of 410,000 active; further: potency means the concentration at half of the fitted maximal effect; on the % scale 0 is the no-effect control and ±100 the full control effect
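hKGA in 45 mM KH2PO4 pH 8.2, 0.02% Tween-20 with pin-transferred compounds; 1 mM L-glutamine (stock) plus glutamate oxidase/HRP/Amplex Red coupling added. Fluorescence read initially and after 30 min at RT.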
Pin1 inhibitor = qHTS Assay to Find Inhibitors of Pin1 | Potency, µM (highest dose often 115 µM), without a hit: at the highest dose activity, negative = inhibition, hits mostly inhibitors | Peptidyl-prolyl cis-trans isomerase NIMA-interacting 1 (Homo sapiens), Q13526 | Pin1 FP peptide displacement, HiFluor488, 10 min | 0.009% of 390,000 active; active means well fitted inhibition curve with a large enough effect in the polarisation, with a control signal flat, not every such curve was filed as active; inconclusive means small, poorly fitted or top-dose-only effect, or effect the other way, or a change in a side signal; inactive means no such curve, though single readings can be large or run the other way; the % refers to the polarisation; further: potency means the concentration at half of the fitted maximal effect; on the % scale 0 is the no-effect control and ±100 the full control effect
HP1b binding inh = HTS for Inhibitors of HP1-beta Chromodomain Interactions with Methylated Histone Tails | Chromobox protein homolog 1 (Homo sapiens), P83916 | AlphaScreen HP1-beta / biotin-H3K9me3 peptide binding | Potency, µM (titrated, usually from 114 µM), for the others: at the top dose activity change, negative = inhibition, hits mostly inhibitors | 0.56% of 390,000 active | AID 540317, 2011; further: potency means the concentration at half of the fitted maximal effect; nearly all actives have a fitted effect of over 70% in size; inactives centre near 23
Target sequence (P83916 whole entry, looked up): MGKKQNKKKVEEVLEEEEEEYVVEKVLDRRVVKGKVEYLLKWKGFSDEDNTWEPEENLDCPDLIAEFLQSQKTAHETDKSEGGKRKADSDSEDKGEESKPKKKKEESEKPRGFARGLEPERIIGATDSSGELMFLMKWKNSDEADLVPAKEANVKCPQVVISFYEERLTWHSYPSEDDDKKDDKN
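Compound inhibition of the preformed complex between 50 nM HP1-beta and 50 nM biotinylated H3K9me3 peptide was read by AlphaScreen. Buffer was PBS pH 7.4 with 0.01% Tween-20. Incubations ran 30 min at room temperature, with 10 ug/mL donor/acceptor beads.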
* = called active by the depositor; i = inactive; ? = inconclusive; . = no result given; [ ] = another dose, or the depositor's remark. Unless noted, the call rests on the fitted dose curve; in most records, active means well fitted curve in the direction sought with a large enough effect; inconclusive means small, poorly fitted or top-dose-only effect, or another doubt; inactive means no such curve, though single readings can be large; an effect the other way counts as inactive or inconclusive. Some of the compounds tested; rates above refer to the full screens.

JMJD2A Tudor	POLH inh	PGK inhibitor	SMILES	BAZ2B block	PI4K2A block	G9a block	GLS inhibitor	Pin1 inhibitor	HP1b binding inh
-24%	3%	7%	COc1ccc(NC(=O)CCCn2c(=O)c3sccc3n(Cc3ccc(C)cc3)c2=O)cc1	9%	-2	-3%	14%	2%	4%
.	-5%	-1%	COc1ccc([C@H]2N[C@]3(CCCN(Cc4ccco4)C3=O)[C@H]3C(=O)N(C)C(=O)[C@@H]23)cc1	.	-8	.	-6%	.	.
-7%	-7%	1%	CC(=O)N=c1n(C)c2ccccc2n1CCOc1ccccc1	2%	-1	-5%	9%	-4%	19%
4%	-4%	-9%	COc1ccc2[nH]c(=O)c(CN(Cc3cccs3)Cc3nnnn3Cc3ccccc3)cc2c1	2%	2	8%[2.33 µM]	.	7%	32%[activator]
-21%	-1%	-3%	CCOc1ccc(C(=O)Nc2ccc(-n3nncc3-c3ccc(OC)cc3)cc2)cc1	-4%	3	4%[59 µM]	7%	7%	-14%
-13%	-2%	-7%	CNC(=S)/N=C(\Nc1ccc(C)cc1)c1ccccc1	-34%	-4	.	-6%	-15%	-13%
10%	-2%	1%	COc1ccc(S(=O)(=O)N2CCCC(C(=O)NCc3cccnc3)C2)cc1OC (centres undefined)	-8%	5	-9%	8%	-10%	16%
?	-18%	10%	Cc1cc(C)cc(N2C(=O)CC(Sc3ncn[nH]3)C2=O)c1 (centres undefined)	-9%	0	.	6%	1%	?
-32%	-20%	-6%	COc1ccc(C[C@H]2CN3C(=NC[C@@H]3Cc3ccc(O)cc3)N2C[C@H](C)NC(=O)CCC2CCCCC2)cc1	-5%	4	9%[12.7 µM]	-7%	-2%	20%
3%	-8%	-2%	COCCS(=O)(=O)N(Cc1ccc(Br)cc1)[C@@H](C)C(=O)OC	.	-1	.	-7%	-2%	80%[activator]
-1%	-7%	i	CN=C1c2cc3cc(OC)ccc3n2CCN1C	-14%	0	?	-4%	-10%	38%
-8%	-10%	0%	COc1ccc(CCC(C)NC(=O)CCc2ccccc2)c(OC)c1 (centres undefined)	1%	-4	-2%	2%	?	7%
1%	-19%	-9%	CCOc1ccccc1OCC(=O)OCC(=O)c1c(N)n(CC(C)C)c(=O)n(C)c1=O	-1%	3	1%[12.7 µM]	-5%	2%	39%[activator]
13%	-10%	2%	COc1ccc(/C(N)=N/OC(=O)CN(C)S(=O)(=O)c2ccc(C)cc2)cc1	2%	1	.	1%	3%	45%[activator]
-10%	-12%	-5%	Cc1nc(-c2ccncc2)nc(NCCNc2ccc(C(F)(F)F)cn2)c1Cl	-2%	-9	-3%[59 µM]	-2%	3%	-1%
-14%	-14%	-3%	Cc1ccccc1NC(=O)C(=O)c1cn(C)c2ccccc12	-9%	2	-9%	-4%	-7%	42%[activator]
-21%	-4%	3%	O=C(c1ccc2c(c1)N(Cc1cccc(Cl)c1)C(=O)c1ccccc1S2(=O)=O)N1CCc2ccccc21	-10%	1	?	-9%	29%	2%
-12%	-6%	11%	COc1ccc(NC(=O)N(C)C[C@H]2Oc3ccc(NC(=O)C4CC4)cc3C(=O)N([C@H](C)CO)C[C@@H]2C)cc1	.	0	.	5%	0%	28%
-3%	-19%	0%	COc1ccc(C(=O)c2ccc(OC)c(OC)c2)cc1OC	-30%	-1	99%[activator][59 µM]	-16%	-3%	22%
7%	-18%	-9%	Nc1c(Cl)cnc(C(Cl)(Cl)Cl)c1Cl	4%	1	38%	-13%	-7%	84%[activator]
-9%	-18%	-9%	Cc1nc(N2CCCCC2C)c2c(C)c(C(=O)Nc3cccc(C(F)(F)F)c3)sc2n1 (centres undefined)	4%	-2	-21%	5%	9%	20%
-13%	-7%	-2%	Cn1c(=O)c2c(SCC(N)=O)nc(CC(C)(C)C)nc2n(C)c1=O	-3%	-3	-3%[59 µM]	-4%	-1%	43%[activator]
-1%	-13%	-5%	CN(C(=O)CN1C(=O)/C(=C/c2ccc(Cl)cc2)SC1=S)C1CCS(=O)(=O)C1 (centres undefined)	-17%	-2	18%	-2%	3%	9%
-10%	-4%	3%	CC(CN1CCCCC1)OC(=O)c1cccc(F)c1 (centres undefined)	9%[57.1 µM]	4	.	7%	0%	30%
-1%	-22%	-2%	Cc1ccccc1Cn1c(=O)[nH]c2ccccc21	2%	-1	26%[59 µM]	-7%	1%	34%
-9%	-13%	3%	FC(F)(F)c1cccc(N2Cc3ccccc3C2)c1	-2%	-10	16%[0.0925 µM]	0%	-3%	45%[activator]
.	-6%	-1%	C[C@H]1CN([C@@H](C)CO)C(=O)CCCn2nncc2CO[C@@H]1CN(C)S(=O)(=O)c1ccc(-n2cccn2)cc1	.	7	.	-9%	.	.
3%	-1%	-5%	CCOC(=O)c1ccccc1NC(=O)Cn1ncc2c([nH]c3ccccc32)c1=O	-3%	-12	-2%[59 µM]	-4%	3%	13%
?	-20%	1%	Cc1nc2sc(C(c3cccs3)N3CCN(c4cccc(Cl)c4)CC3)c(O)n2n1 (centres undefined)	-33%	0	-7%[59 µM]	1%	5%	10%
-6%	-17%	-1%	Cc1ccc(C(=O)Cn2nc(C)c([N+](=O)[O-])c2C)c(C)c1	-1%	-1	12%	-8%	0%	53%[activator]
-1%	0%	1%	N#Cc1ccccc1	-5%	4	15%[0.501 µM]	3%	-4%	27%
-7%	-21%	-6%	Cc1ccc(CNc2nc3ccc(C)cc3n3nnnc23)cc1	2%	3	11%[59 µM]	-5%	6%	32%
-26%	-1%	-1%	O=C1c2ccccc2[C@@H]2C[C@@H](O)[C@H](Nc3ccccc3)CCN12	.	-7	.	-3%	1%	24%
-1%	3%	-6%[11.5 µM]	COCCCNC(=O)Cn1nc(-c2ccc(C)cc2)ccc1=O	1%	4	-44%[0.0925 µM]	8%	-14%	20%
-12%	-8%	-6%	Cc1cc(C)c2[nH]c(=O)c(C(c3nnnn3Cc3ccc4c(c3)OCO4)N3CCCC3)cc2c1 (centres undefined)	-6%	0	?	7%	28%	20%
1%	3%	-5%	CN1CCCC(OC(=O)CCCCC(=O)OC2CCCN(C)C2)C1 (centres undefined)	-33%	2	16%[59 µM]	6%	-4%	39%
-4%	-3%	-5%	Cc1ccnc(NC(=O)c2ccc(OCc3c(C)noc3C)cc2)c1	6%	-1	3%	-15%	-2%	30%
-28%	-10%	i	CC(CC(=O)Nc1ccc2c(c1)OCO2)c1ccccc1 (centres undefined)	-2%	-9	-7%	-4%	-14%	23%
-18%	-15%	-9%	CCCOC(=O)CC1C(=O)NCCN1Cc1cc(OC)cc(OC)c1 (centres undefined)	1%	-1	9%	5%	1%	25%
-23%	-16%	-3%	O=C(Cn1nnc(-c2ccccc2)n1)OCc1csc(-c2ccccc2)n1	31%	2	12%	6%	14%	3%

2 entries from above, with tabs:
SMILES	JMJD2A Tudor	POLH inh	PGK inhibitor	BAZ2B block	PI4K2A block	G9a block	GLS inhibitor	Pin1 inhibitor	HP1b binding inh
COCCCNC(=O)Cn1nc(-c2ccc(C)cc2)ccc1=O	-1%	3%	-6%[11.5 µM]	1%	4	-44%[0.0925 µM]	8%	-14%	20%
Cc1cc(C)c2[nH]c(=O)c(C(c3nnnn3Cc3ccc4c(c3)OCO4)N3CCCC3)cc2c1 (centres undefined)	-12%	-8%	-6%	-6%	0	?	7%	28%	20%

(cont.)
JMJD2A Tudor	POLH inh	PGK inhibitor	SMILES	BAZ2B block	PI4K2A block	G9a block	GLS inhibitor	Pin1 inhibitor	HP1b binding inh
-27%	?	-8%	CC(=O)N(C)c1ccc(N=C2C(=O)Nc3ccccc32)cc1	-24%	1	21%	4%	-13%	24%
-4%	-8%	3%	O=C1NCC(COc2ccc([N+](=O)[O-])cc2)O1 (centres undefined)	-1%	-1	5%	15%	2%	31%
2%	-11%	-5%	Cc1ccc(S(=O)(=O)N/N=C(\c2ccccc2)C2CC2)cc1	1%	-2	20%[12.7 µM]	-5%	-13%	39%[activator]
3%	-10%	i	COCCOC1CCN(C(=O)c2ccc(OC)c(OC3CCN(C(C)C)CC3)c2)CC1	-4%[57.1 µM]	0	-6%	-1%	-5%	25%
-13%	-1%	-4%	CCOc1ccc(CC(=O)N/N=C/c2cccnc2)cc1	1%	1	-4%	-1%	1%	30%
-6%	-8%	-6%	Cc1c(NC(=O)c2noc(C(C)C)c2[N+](=O)[O-])c(=O)n(-c2ccccc2)n1C	9%	4	?	0%	19%	66%[activator]
?	-7%	10%	CCCOc1ccc(C(=O)NNC(=S)NC(=O)c2cc(-c3ccc(Cl)cc3)nc3ccccc23)cc1	-26%[57.1 µM]	-2	?	6%	-2%	-30%
?	3%	-15%	CCOc1ccc(OCC)c(NC(=O)C2C3C=CC(O3)C2C(=O)NCc2ccco2)c1 (centres undefined)	?	7	50µM*	4%	1%	-14%
-15%	-12%	-1%	Cc1ccc(C)c(NC(=O)C(Sc2nc3ccc(C)cc3[nH]2)c2ccccc2)c1 (centres undefined)	6%	1	21%[59 µM]	-10%	1%	45%[activator]
-6%	-18%	-2%	CC(C)CCn1cnc2c1c(=O)n(CC(=O)NC(N)=O)c(=O)n2Cc1ccccc1	6%	-2	26%	-1%	-3%	11%
